RSV antiviral HEp-2 = inhibition of RSV-induced cytopathic effect – HEp-2 cells, primary 10 µM value included (AID 2391); hit rate 0.13% among 310,000; HEp-2 cells, RSV-induced CPE inhibition; higher % means a stronger effect; CPE inhibition, % at 10 µM, or IC50 in µM where a hit was titrated; in the data active = a potency from the dose series; inconclusive = CPE inhibition mostly from about 23% at the one dose, without a potency; inactive = the rest, 99 in 100 with CPE inhibition below about 21%; note: strong numbers were not always called active
Large T inhibition = TAg ATPase/helicase activity blockers – biochemical (AID 1903); SV40 large T antigen ATPase/helicase inhibition assay; higher % means a stronger effect; one-dose inhibition, % at 20 µM; IC50 in µM for titrated hits; hit rate 0.39% among 310,000; in the data active = a potency from the dose series; inconclusive = inhibition mostly from about 32% at the one dose, without a potency; inactive = the rest, 99 in 100 with inhibition below about 32%; note: strong numbers were not always called active
TNAP activation fold = human TNAP enzyme activators, primary screen, biochemical, luminescent, no phosphate acceptor, uHTS (AID 1001). purified TNAP, luminescent activation assay, no phosphate acceptor; higher activation fold means a stronger effect. hit rate 0.03% among 200,000. activation fold at 20 µM; hits with a dose series show EC50 in µM; in the data active = activation fold from about 3, or a potency from the dose series; inactive = the rest, 99 in 100 with activation fold below about 1.6; note: many of its hits are not listed in these tables
MgcRacGAP inhibition = MgcRacGAP GTPase-activating activity inhibitors, confirmation, biochemical, ADP Hunter fluorescence; MgcRacGAP-stimulated Rac1 GTP hydrolysis, ADP Hunter fluorescence; higher % means a stronger effect; GST-tagged Rac1 F28L mutant substrate; inhibition, % at 30 µM, or IC50 in µM where a hit was titrated; hit rate 0.6% among 340,000; AID 624330;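 active = first-screen hits whose inhibition reached a set limit at any dose in the follow-up dose series; inconclusive = inhibition above the set first-screen limit but never retested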;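 note: fluorescence reports GDP produced by GAP-driven GTP hydrolysis; strong numbers were not always called active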
Myeloid diff 2 = promotes myeloid progenitor differentiation. ER-HoxA9 myeloid progenitors, lysozyme-GFP differentiation, flow cytometry. calls only at 10 µM. hit rate 1% among 360,000. AID 624256;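 active = normalized GFP-positive differentiation at or above the plate's own cutoff, the solvent-only control mean plus 3 SD; inconclusive = no clear call, values can overlap the other calls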;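 note: cells exposed to compound for four days before flow analysis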
K1F lysis inhibition = inhibition of K1F phage lysis, E. coli UTI89, bacterial capsule biogenesis inhibitors, alamar blue (AID 488966). one-dose inhibition, % at 100 µM; IC50 in µM for titrated hits. hit rate 0.02% among 340,000. E. coli UTI89 K1F phage lysis, alamar blue, 2 h; higher % means a stronger effect;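 active = phage lysis inhibition, versus mean bacterial control, above a set limit; inconclusive = no clear call, values can overlap the other calls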;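 note: capsule biogenesis inhibitors block K1F phage lysis so surviving cells raise fluorescence; higher fluorescence means more inhibition of phage lysis; actives were called in the ten point dose series up to 300 µM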
Salmonella PhoP GFP = inhibitors of PhoP regulon expression, primary screen, Salmonella Typhimurium, GFP reporter (AID 1863); S. Typhimurium PhoP-regulated promoter GFP reporter, 4 h; higher % means a stronger effect; inhibition, % at 50 µM; hits with a dose series show IC50 in µM; hit rate 0.16% among 300,000;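 active = inhibition over 29.93%, a cutoff 3 SD above the screen mean, later confirmed by dose response; inconclusive = inhibition over 29.93% but no dose response follow-up; inactive = inhibition at most 29.93% or unconfirmed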;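 note: 0% = low Mg2+ inducing control and 100% = high Mg2+ repressing control; strong numbers were not always called active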
NTR1 ag = NTR1-driven beta-arrestin-GFP spot formation – imaging, U2OS cells, high content, primary screen (AID 493036); hit rate 0.17% among 330,000; activation, % at 20 µM; agonist mode; P30989;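 active = activation at or above 40% of the spot to cytoplasm intensity ratio, with at least 20 cells analyzed; inconclusive = wells under 20 cells, flagged as cytotoxic or low count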;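 note: 0% = DMSO without peptide and 100% = 100 nM NTR1 peptide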
Target sequence (P30989 whole entry, looked up): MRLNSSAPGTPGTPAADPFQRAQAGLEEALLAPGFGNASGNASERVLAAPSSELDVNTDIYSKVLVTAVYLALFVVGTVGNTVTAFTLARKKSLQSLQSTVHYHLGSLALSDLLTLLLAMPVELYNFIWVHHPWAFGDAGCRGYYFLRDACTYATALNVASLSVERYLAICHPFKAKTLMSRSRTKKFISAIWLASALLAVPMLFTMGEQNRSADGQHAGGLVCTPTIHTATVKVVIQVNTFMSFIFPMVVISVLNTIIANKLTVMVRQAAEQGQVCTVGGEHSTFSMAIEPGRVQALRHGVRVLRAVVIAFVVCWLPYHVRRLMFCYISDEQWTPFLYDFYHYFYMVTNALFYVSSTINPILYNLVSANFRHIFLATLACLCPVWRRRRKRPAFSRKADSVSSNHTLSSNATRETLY
T cell modulator = T cell immune modulation candidate. 2C CD8+ T cell-vesicle binding, flow cytometry; hits give low values. calls only at 7 µM. hit rate 0.068% among 330,000. AID 2052;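 active = response, share of CD8 T cells binding vesicles, and their 90th percentile fluorescence all below set limits, cut at about 80% in these data, passing the limit was not always enough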
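Material: 2C TCR transgenic mouse naive CD8+ T cells, MACS-purified. Also added: QL9-charged Drosophila Ld/ICAM-1/B7-1 vesicles. Timing: binding 1.5 h at 37 °C. Measured by: high-throughput flow cytometry with anti-B7-1 and anti-CD8 staining. Read-out: percent CD8+ FL2 mean versus row control. Controls: Unloaded micro-vesicles (low), QL9 vesicles with 0.7% DMSO (high).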
T cell modulator vesicle-bound % = also measured in T cell modulator; calls as there; double positive events, %; measured here: CD8+ vesicle-bound cell fraction;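 binding gate set so that unloaded-vesicle control wells show 10% double positive cells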
NTR1 ag cell count 20 µM = also measured in NTR1 ag; calls as there; cell count; measured here: cell count, cytotoxicity flag
Myeloid diff 2 GFP+ MAC1+ % = second read-out of Myeloid diff 2, no call of its own (marks repeat the call); GFP+ MAC1+ double positive, %; measured here: differentiation confirmed by MAC1 staining
Starred values were filed as active, the others as inactive; [ ] = dose if it differs, or a comment.

What do the screens show for `COc1ccc(N2CCN(C(=O)c3cc4c(-c5cccc(OC)c5)nn(C)c4s3)CC2)cc1`?
RSV antiviral HEp-2: 3.8%; Large T inhibition: -0.1%; TNAP activation fold: 1; MgcRacGAP inhibition: 4.4%; Myeloid diff 2: inactive; K1F lysis inhibition: 4.2%; Salmonella PhoP GFP: -4.0%; NTR1 ag: 0.4; T cell modulator: inactive; T cell modulator vesicle-bound %: 52.5; NTR1 ag cell count 20 µM: 65; Myeloid diff 2 GFP+ MAC1+ %: 1.7

What do the screens show for `CC1CCC2(CC1)NC(=O)N(Cc1cccc(C(F)(F)F)c1)C2=O` (centres undefined)?
RSV antiviral HEp-2: -1.3%; Large T inhibition: 15.5%; TNAP activation fold: 1.1; MgcRacGAP inhibition: 4.0%; Myeloid diff 2: inactive; K1F lysis inhibition: -0.5%; Salmonella PhoP GFP: -4.5%; NTR1 ag: 3.1; T cell modulator: inactive; T cell modulator vesicle-bound %: 25.0; NTR1 ag cell count 20 µM: 48; Myeloid diff 2 GFP+ MAC1+ %: 0.0

How did Cc1nccn1CC(=O)N/N=C/c1cc(Br)cs1 do in these assays?
Large T inhibition: 5.2%; MgcRacGAP inhibition: 3.6%; Myeloid diff 2: inactive; K1F lysis inhibition: 1.2%; Salmonella PhoP GFP: 5.2%; NTR1 ag: 0.5; T cell modulator: inactive; T cell modulator vesicle-bound %: 58.5; NTR1 ag cell count 20 µM: 47; Myeloid diff 2 GFP+ MAC1+ %: 0.3

How did Brc1cccc(Nc2nc(-c3cccnc3)cs2)c1 do in these assays?
RSV antiviral HEp-2: 14.3%; Large T inhibition: 2.0%; MgcRacGAP inhibition: 7.9%; Myeloid diff 2: inactive; K1F lysis inhibition: -0.6%; Salmonella PhoP GFP: -8.6%; NTR1 ag: 13.9; T cell modulator: inactive; T cell modulator vesicle-bound %: 23.8; NTR1 ag cell count 20 µM: 65; Myeloid diff 2 GFP+ MAC1+ %: 0.6

How did CCOC(=O)c1c(NC(=O)CSc2nnnn2C)sc(C)c1-c1ccc(C)cc1 do in these assays?
RSV antiviral HEp-2: 0.6%; Large T inhibition: 2.3%; TNAP activation fold: 1.1; MgcRacGAP inhibition: -7.9%; Myeloid diff 2: inconclusive; K1F lysis inhibition: 1.4%; Salmonella PhoP GFP: -1.7%; NTR1 ag: 22.6; T cell modulator: inactive; T cell modulator vesicle-bound %: 12.6; NTR1 ag cell count 20 µM: 58

How did CC(=O)Nc1ccccc1OCc1nnc(-c2ccccc2Cl)o1 do in these assays?
RSV antiviral HEp-2: 0.4%; Large T inhibition: 1.4%; MgcRacGAP inhibition: -10.2%; Myeloid diff 2: inactive; K1F lysis inhibition: -1.6%; Salmonella PhoP GFP: -7.2%; NTR1 ag: -0.4; T cell modulator: inactive; T cell modulator vesicle-bound %: 48.9; NTR1 ag cell count 20 µM: 62; Myeloid diff 2 GFP+ MAC1+ %: 1.8

How did COc1cccc(NCc2cc3c(C(C)(C)C)nn(-c4ccccc4)c3[nH]c2=O)c1 do in these assays?
RSV antiviral HEp-2: inconclusive; Large T inhibition: 10.7%; TNAP activation fold: 2.1; MgcRacGAP inhibition: 1.7%; Myeloid diff 2: active; K1F lysis inhibition: 0.4%; Salmonella PhoP GFP: -4.3%; NTR1 ag: 13.1; T cell modulator: inactive; T cell modulator vesicle-bound %: 68.3; NTR1 ag cell count 20 µM: 63; Myeloid diff 2 GFP+ MAC1+ %: 5.5*

What do the screens show for `CCOC(=O)Cc1csc(NC(=O)C(C)c2ccc([N+](=O)[O-])cc2)n1` (centres undefined)?
RSV antiviral HEp-2: 1.9%; Large T inhibition: -14.0%; TNAP activation fold: 1; MgcRacGAP inhibition: 9.3%; Myeloid diff 2: inactive; K1F lysis inhibition: 0.1%; Salmonella PhoP GFP: -6.8%; NTR1 ag: 0.5; T cell modulator: inactive; T cell modulator vesicle-bound %: 46.5; NTR1 ag cell count 20 µM: 102; Myeloid diff 2 GFP+ MAC1+ %: 0.2

What do the screens show for `CCc1ccc(Nc2nnc(SCC(=O)N(C)C3CCS(=O)(=O)C3)s2)cc1` (centres undefined)?
RSV antiviral HEp-2: 2.0%; Large T inhibition: 15.5%; MgcRacGAP inhibition: 12.2%; Myeloid diff 2: inactive; K1F lysis inhibition: 0.1%; Salmonella PhoP GFP: -9.3%; NTR1 ag: -0.1; T cell modulator: inactive; T cell modulator vesicle-bound %: 18.6; NTR1 ag cell count 20 µM: 57; Myeloid diff 2 GFP+ MAC1+ %: 0.0

Results for O=C(Nc1nccs1)c1ccc(Cl)s1 ?
RSV antiviral HEp-2: 1.2%; Large T inhibition: 4.2%; TNAP activation fold: 1.2; MgcRacGAP inhibition: 5.7%; Myeloid diff 2: inactive; K1F lysis inhibition: -8.3%; Salmonella PhoP GFP: -0.1%; NTR1 ag: -2.2; T cell modulator: inactive; T cell modulator vesicle-bound %: 31.6; NTR1 ag cell count 20 µM: 66; Myeloid diff 2 GFP+ MAC1+ %: 3.6

How did Cc1c(CCOC(=O)c2ccc(Cl)cc2Cl)sc[n+]1CC(=O)c1ccc(Br)cc1 do in these assays?
MgcRacGAP inhibition: -5.6%; Myeloid diff 2: inactive; K1F lysis inhibition: 1.2%[50 µM]; NTR1 ag: 3.2; T cell modulator: inactive; T cell modulator vesicle-bound %: 39.0; NTR1 ag cell count 20 µM: 36; Myeloid diff 2 GFP+ MAC1+ %: 1.1

Results for O=C(Nc1ccccc1Cl)c1ccccc1Cl ?
RSV antiviral HEp-2: 1.1%; Large T inhibition: 12.4%; TNAP activation fold: 1.1; MgcRacGAP inhibition: -1.6%; Myeloid diff 2: inactive; K1F lysis inhibition: 0.1%; Salmonella PhoP GFP: 3.4%; NTR1 ag: -0.7; T cell modulator: inactive; T cell modulator vesicle-bound %: 21.1; NTR1 ag cell count 20 µM: 49; Myeloid diff 2 GFP+ MAC1+ %: 5.1

How did COc1cccc(-n2c(SCC(=O)NCC3CCCO3)nc3c([nH]c4ccccc43)c2=O)c1 (centres undefined) do in these assays?
RSV antiviral HEp-2: 1.9%; Large T inhibition: 26.3%; MgcRacGAP inhibition: 8.8%; Myeloid diff 2: inactive; K1F lysis inhibition: -0.3%[50 µM]; Salmonella PhoP GFP: -4.4%; NTR1 ag: -0.1; T cell modulator: inactive; T cell modulator vesicle-bound %: 9.0; NTR1 ag cell count 20 µM: 60; Myeloid diff 2 GFP+ MAC1+ %: 0.8

How did COC(=O)c1cc(Cl)c(N)cc1OC do in these assays?
RSV antiviral HEp-2: 0.1%; Large T inhibition: -2.5%; TNAP activation fold: 0.9; MgcRacGAP inhibition: 7.2%; Myeloid diff 2: inactive; K1F lysis inhibition: 1.7%; Salmonella PhoP GFP: 13.0%; NTR1 ag: 0.4; T cell modulator: inactive; T cell modulator vesicle-bound %: 64.0; NTR1 ag cell count 20 µM: 61; Myeloid diff 2 GFP+ MAC1+ %: 5.7

Results for Cc1ccc(/C(N)=N/OC(=O)c2cc(-c3ccccc3)nc3ccccc23)cc1 ?
RSV antiviral HEp-2: -0.2%; Large T inhibition: 4.3%; TNAP activation fold: 1.1; MgcRacGAP inhibition: -2.7%; Myeloid diff 2: inactive; K1F lysis inhibition: -0.1%; Salmonella PhoP GFP: -5.1%; NTR1 ag: 0.1; T cell modulator: inactive; T cell modulator vesicle-bound %: 24.6; NTR1 ag cell count 20 µM: 83; Myeloid diff 2 GFP+ MAC1+ %: 2.5

What do the screens show for `CCOC(=O)c1ccc2c(c1)N(CC(=O)N1CCCC1)C(=O)C(C)(C)O2`?
RSV antiviral HEp-2: 1.0%; Large T inhibition: 2.9%; TNAP activation fold: 1.1; MgcRacGAP inhibition: -2.3%; Myeloid diff 2: inactive; K1F lysis inhibition: -0.2%; Salmonella PhoP GFP: 8.3%; NTR1 ag: 0.7; T cell modulator: inactive; T cell modulator vesicle-bound %: 40.8; NTR1 ag cell count 20 µM: 98; Myeloid diff 2 GFP+ MAC1+ %: 0.5

How did COCCNS(=O)(=O)c1ccc(-c2ccc(S(=O)(=O)NCCOC)cc2)cc1 do in these assays?
RSV antiviral HEp-2: 1.2%; Large T inhibition: 4.1%; TNAP activation fold: 1.1; MgcRacGAP inhibition: 1.4%; Myeloid diff 2: inactive; K1F lysis inhibition: 3.0%; Salmonella PhoP GFP: -6.0%; NTR1 ag: 6.1; T cell modulator: inactive; T cell modulator vesicle-bound %: 27.0; NTR1 ag cell count 20 µM: 83; Myeloid diff 2 GFP+ MAC1+ %: 7.1

Results for O=S1(=O)CCN2C(c3ccc4c(c3)CCCC4)=CSC2=N1 ?
RSV antiviral HEp-2: 3.3%; Large T inhibition: 3.8%; TNAP activation fold: 1.1; MgcRacGAP inhibition: 6.4%; Myeloid diff 2: inactive; K1F lysis inhibition: -0.1%; Salmonella PhoP GFP: -12.6%; NTR1 ag: -0.7; T cell modulator: inactive; T cell modulator vesicle-bound %: 39.9; NTR1 ag cell count 20 µM: 50; Myeloid diff 2 GFP+ MAC1+ %: 2.2

What do the screens show for `Cc1cc(=S)c2cccc(C)c2[nH]1`?
RSV antiviral HEp-2: -0.9%; Large T inhibition: 11.4%; TNAP activation fold: 1; Salmonella PhoP GFP: 7.9%; NTR1 ag: 0.9; T cell modulator: inactive; T cell modulator vesicle-bound %: 64.7; NTR1 ag cell count 20 µM: 22

What do the screens show for `CC(Oc1ccccc1)C(=O)Nc1ccc(NC(=O)c2ccccc2)cc1` (centres undefined)?
RSV antiviral HEp-2: 1.1%; Large T inhibition: 17.3%; MgcRacGAP inhibition: 6.4%; Myeloid diff 2: inactive; K1F lysis inhibition: 2.7%[50 µM]; Salmonella PhoP GFP: -4.1%; NTR1 ag: 0.8; T cell modulator: inactive; T cell modulator vesicle-bound %: 22.5; NTR1 ag cell count 20 µM: 57; Myeloid diff 2 GFP+ MAC1+ %: 1.4

How did CCCc1cc(=O)[nH]c(SCC(=O)Nc2ccc(S(=O)(=O)N3CCCC3)cc2)n1 do in these assays?
MgcRacGAP inhibition: 2.0%; Myeloid diff 2: inactive; K1F lysis inhibition: 3.2%; NTR1 ag: 2.7; T cell modulator: inactive; T cell modulator vesicle-bound %: 27.3; NTR1 ag cell count 20 µM: 56; Myeloid diff 2 GFP+ MAC1+ %: 1.1
